Screening data deposited in PubChem by several laboratories.
INS promoter inh: TRM-6 insulin promoter activity inhibition; TRM-6 cells (human fetal islet line), insulin promoter-eGFP reporter, imaging; reporter expression induced with tamoxifen; 130,000 compounds, 0.9% hits; inhibition, % at 2 µM; AID 1273;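 active = inhibition above the mean plus 3 SD, with well images judged a real hit on visual review, cut at about 60% in these data, passing the limit was not always enough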
SDO1 yeast rescue: restores growth of sdo1-depleted yeast | 140,000 compounds, 0.21% hits | AID 817 | z-score at 10 µM | S. cerevisiae sdo1-depleted JHY4D growth rescue, OD600 30 h; stronger effect = higher value; pdr5 snq2 efflux-pump mutant strain;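 active = z-score above 3 at both the 24 hr and the 30 hr optical density reads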;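 also: z-score against mean and SD of all compound wells on the same plate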
SDO1 yeast rescue Rescue 24 h: second read-out of SDO1 yeast rescue, no call of its own (marks repeat the call); z-score; S. cerevisiae sdo1-depleted JHY4D growth rescue, OD600; measured here: growth rescue at 24 h;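 0 is the plate mean of compound wells and units are plate SD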
* = called active by the depositor; . = no result given.

INS promoter inh,SDO1 yeast rescue,SDO1 yeast rescue Rescue 24 h,SMILES
.,1.4,1.2,COc1ccc(-n2c(Cc3cccn3C)nnc2SCC(=O)Nc2nccs2)cc1
.,-1.9,-1,N#C/C(=C\c1ccc(Cl)cc1)c1nc2ncccc2[nH]1
-15,.,.,Cc1cccc(NC(=O)c2cccc3c2-c2ccccc2C3=O)n1
23,0.6,-0.06,CC1(c2ccc(OC(F)F)cc2)NC(=O)N(CC(=O)NC2CCCCC2)C1=O (stereo unspecified)
.,-0.1,-0.19,COc1ccc(N(CC(=O)N2CCc3ccccc3C2)S(=O)(=O)c2c(C)nn(C)c2C)cc1
18,-0.3,-0.59,COC(=O)C1C2C=CC3(CN(C(C)c4ccc(OC)cc4)C(=O)C13)O2 (stereo unspecified)
8,0.76,0.27,N#CCCN(CC(=O)O)S(=O)(=O)c1ccccc1
-23,-2,-1.6,COc1cccc(N2CCN(c3ncnc4c3[nH]c3ccccc34)CC2C)c1 (stereo unspecified)
19,-0.39,-1.1,CCN(CC)S(=O)(=O)c1ccc(C(=O)OCC(=O)Nc2sc3c(c2C#N)CCCCC3)cc1
.,0.58,0.53,Cc1ccc2oc(=O)c3cnn(CC(=O)NC4CCC(C)CC4)c3c2c1 (stereo unspecified)
-30,0.12,-0.26,CCSc1nnc(NC(=O)COc2ccccc2)s1
10,-0.35,-0.99,CCN(CC)CCNC(=O)CCc1n[nH]c(=O)c2ccccc12
-32,-0.7,-1.3,CC/C(O)=C1\C(=O)CC(c2ccccc2)CC1=NCCc1c(C)[nH]c2ccc(C)cc12 (stereo unspecified)
62,-0.52,-0.55,CCc1ccccc1NC1=NCC(=O)N1Cc1ccc(OC)cc1
-73,1.3,0.52,COC(=O)NCCOC(=O)N(O)c1ccc(Br)cc1
-8,-1.7,-0.78,O=C(COc1ccc2c(c1)OCO2)NC12CC3CC(CC(C3)C1)C2
46,0.68,0.16,Cc1nc2ccc(NC(=O)N3CCCCC3)cc2s1
.,-0.66,-1.1,CCOc1cc(/C=N/n2cnnc2)c(Br)cc1O
43,0.77,0.06,Cc1ccc(/C=C/C(=O)N2CCN(c3ncccn3)CC2)o1
12,-0.53,-0.75,O=C(c1ccc(COc2ccc(F)cc2)o1)n1cc(Br)cn1
8,-0.88,-0.55,O=C(Nc1ccccc1)c1ccc2nc(-c3ccco3)c(-c3ccco3)nc2c1
32,-0.16,-0.45,Cc1ccc(-c2nn(CCC#N)cc2C=C(C#N)C#N)cc1
50,-0.03,-1,CN1C(=O)C(C(=O)Nc2ccccc2F)c2ccccc21 (stereo unspecified)
.,0.91,1.4,O=C(OCC(O)CN1CCCCC1)C12CC3CC(CC(C3)C1)C2 (stereo unspecified)
21,0.15,0.17,CCOC(=O)CSc1nc2ccccc2c(=O)n1-c1ccc(C(=O)NCCOC)cc1

Some values from above:
For INS promoter inh, CN1C(=O)C(C(=O)Nc2ccccc2F)c2ccccc21 (stereo unspecified) is listed with 50
For SDO1 yeast rescue Rescue 24 h, COc1ccc(N(CC(=O)N2CCc3ccccc3C2)S(=O)(=O)c2c(C)nn(C)c2C)cc1 is listed with -0.19
For SDO1 yeast rescue, COc1ccc(-n2c(Cc3cccn3C)nnc2SCC(=O)Nc2nccs2)cc1 is listed with 1.4
For SDO1 yeast rescue Rescue 24 h, O=C(c1ccc(COc2ccc(F)cc2)o1)n1cc(Br)cn1 is listed with -0.75
For INS promoter inh, Cc1ccc(-c2nn(CCC#N)cc2C=C(C#N)C#N)cc1 is listed with 32
For INS promoter inh, O=C(COc1ccc2c(c1)OCO2)NC12CC3CC(CC(C3)C1)C2 is listed with -8

Continued.
INS promoter inh,SDO1 yeast rescue,SDO1 yeast rescue Rescue 24 h,SMILES
.,1.1,0.32,CCOC(=O)C1CCCN(c2c(NCCCN(CC)c3cccc(C)c3)c(=O)c2=O)C1 (stereo unspecified)
9,0.91,1.7,NC(=O)CN1C(=O)C2CCCCN2C(=O)c2ccccc21 (stereo unspecified)
-52,-1.4,-1,Clc1cccc(Cl)c1/C=N\Nc1nccs1
36,1.2,0.87,Cc1c(Nc2cc(N3CCCCCC3)c3nonc3c2[N+](=O)[O-])c(=O)n(-c2ccccc2)n1C
14,-0.54,-0.7,Cc1ccc(S(=O)(=O)NN2C(=O)/C(=C/c3ccccn3)SC2=S)cc1
-73,-0.66,-0.92,Nc1cc(N2CCCCC2)c(Cl)cc1[N+](=O)[O-]
10,1.3,1.1,COc1ccccc1NC(=O)CCC(=O)N/N=C(/C)c1ccc(C)cc1
-75,.,.,S=C1NC2=C(CCCC2=C2SCCCS2)C(c2ccccc2)N1 (stereo unspecified)
19,1.2,0.53,Cc1nc(Nc2ccncc2)c2oc3ccccc3c2n1
.,-0.16,-0.2,O=C(O)[C@@H]1CCCC[C@@H]1C(=O)N1CCc2ccccc2C1CN1C(=O)c2ccccc2C1=O (stereo partly specified)
-13,0.8,0.42,COc1ccc(/C=N/N2CCN(c3ccncc3S(=O)(=O)N3CCCCC3)CC2)cc1
-8,.,.,CSc1ccc(C#N)cc1NC(=O)c1ccc(Cl)nc1
42,0.54,0.24,CC(C)NCCCOc1ccc(C(C)(C)c2ccccc2)cc1
14,0.14,-1.1,COCCn1nnnc1C(c1ccc(C(F)(F)F)cc1)N1CCOCC1 (stereo unspecified)
20,-0.3,-0.3,COc1ccc2cc(C(=O)Nc3ccccc3)sc(=O)c2c1OC
-55,0.42,-0.71,O=C(CCc1nc2ccccc2c(=O)[nH]1)N1CCN(C/C=C/c2ccccc2)CC1
-64,.,.,c1ccc2c(-c3cn4ccccc4n3)c[nH]c2c1
-8,2.7,2.1,Cc1cc(Br)c(NC(=O)COC(=O)CSc2nnc(-c3ccc(Cl)cc3)o2)c(Br)c1
.,0.98,1.5,COC(=O)c1ccccc1C(=O)N1CCOCCN(C(=O)c2ccccc2C(=O)OC)CCOCC1
-93,-0.94,-1.7,COc1ccc([N+](=O)[O-])cc1NC(=O)CCCOc1ccccc1
24,-0.33,-0.8,COc1ccc(CC(=O)c2ccc(OC)c(OC)c2)cc1
45,-0.12,-0.64,COc1ccc(C)cc1NC(=O)CSc1nc(SC)ns1
14,0.16,0.03,O=C(c1cc(=O)[nH]c2ccccc12)N1CCN(S(=O)(=O)c2ccc3ccccc3c2)CC1
75*,0.56,0.33,Cn1c(Cc2ccccc2)nnc1SCc1ccc(C(=O)O)cc1
.,0.37,0.83,C=CCNC(=O)/C(=C/c1cn(-c2ccccc2)nc1-c1cccc([N+](=O)[O-])c1)NC(=O)c1ccccc1

A different layout for some results above:
compound	INS promoter inh	SDO1 yeast rescue	SDO1 yeast rescue Rescue 24 h
Cc1cc(Br)c(NC(=O)COC(=O)CSc2nnc(-c3ccc(Cl)cc3)o2)c(Br)c1	-8	2.7	2.1
Cn1c(Cc2ccccc2)nnc1SCc1ccc(C(=O)O)cc1	75*	0.56	0.33

Later entries
INS promoter inh,SDO1 yeast rescue,SDO1 yeast rescue Rescue 24 h,SMILES
0,-0.6,-0.59,CCCOc1ccc(NC(=O)CC2C(=O)N(CC)C(=S)N2Cc2cccs2)cc1 (stereo unspecified)
-15,2.2,2.4,CCCCC1=C([O-])C2N=CC=CC2=[N+](c2ccccn2)C1=O (stereo unspecified)
0,0.52,0.09,Cc1cc(C)cc(N(CC(=O)NCC2CCCO2)C(=O)CN2C(=O)COc3ccccc32)c1 (stereo unspecified)
-32,1,1.2,Cc1ccc(S(=O)(=O)NN2C(=O)/C(=C/c3cccn3C)SC2=S)cc1
-4,.,.,COc1ccccc1CN=C1Nc2ccccc2CS1
-18,-0.56,-0.83,CCOC(=O)C(=Cc1ccc(-c2ccsc2C(=O)OC)o1)C(=O)OCC
.,-0.88,-1,O=C(CSc1cn(CCNC(=O)c2cccs2)c2ccccc12)NCc1ccccc1
7,.,.,O=C(Nc1ccc(NC(=O)c2ccco2)c(Cl)c1)c1cccc([N+](=O)[O-])c1
32,-0.26,-0.51,CCCOc1ccc(Cc2c(Cl)nc(SC)nc2N(C)C)cc1
26,0.08,-0.34,O=C(c1ccc2c(=O)n3c(nc2c1)CCCCC3)N1CCN(Cc2ccccc2)CC1
47,0.27,-0.21,O=C(Oc1ccccc1)c1ccc2nsnc2c1
-45,0.9,1.3,COC(=O)CNC(=O)CNC(=O)c1nn(-c2ccc(OC)c(Cl)c2)c(=O)c2ccccc12
-207,0.2,-0.32,CCCn1c(N)c(C(c2ccc(OC)cc2)N2CCN(c3ccccc3)CC2)c(=O)[nH]c1=O (stereo unspecified)
.,0.56,1.3,NNc1ncnc2scc(-c3ccc(Cl)cc3)c12
-163,0.18,-0.09,C=CCN1C=CC(=C/C=C(/C#N)C(=O)OCC)C=C1
.,0.8,0.71,O=C(Cn1c(C(F)(F)F)nc2ccccc21)Oc1cccc(C(F)(F)F)c1
.,-0.16,-0.27,Cc1ccccc1NC(=O)CN1C(=O)COc2ccc(Cl)cc21
-3,-0.13,-0.24,O=C(CCSCCc1ccccn1)Nc1ccc(Br)cc1F
3,-0.3,-0.67,COCc1cc(Sc2cccc(Cl)c2Cl)nc(-c2ccccc2)n1
-21,.,.,Cc1ccc(-c2csc(NC(=O)/C=C/c3ccco3)c2C(=O)O)cc1
.,0.11,-0.48,Cc1ccc(Sc2cc(Cl)nc(N)n2)cc1
50,.,.,O=C(CCn1c(=S)oc2ccccc21)Nc1cccc(F)c1
.,-0.46,-0.89,O=C(CSc1nnnn1-c1ccccc1)CSc1nnnn1-c1ccccc1
.,0.55,-0.04,CCOc1ccc(/C(O)=C2/C(=O)C(=O)N(CCN(CC)CC)C2c2ccco2)cc1 (stereo unspecified)
31,-0.62,-1.1,Cc1ccc(S(=O)(=O)N(C(=O)c2ccncc2)c2ccc(OC(=O)c3ccncc3)cc2)cc1

A different layout for five compounds above:
Compound	INS promoter inh	SDO1 yeast rescue	SDO1 yeast rescue Rescue 24 h
Cc1ccc(S(=O)(=O)NN2C(=O)/C(=C/c3cccn3C)SC2=S)cc1	-32	1	1.2
COc1ccccc1CN=C1Nc2ccccc2CS1	-4	.	.
CCOC(=O)C(=Cc1ccc(-c2ccsc2C(=O)OC)o1)C(=O)OCC	-18	-0.56	-0.83
O=C(CSc1cn(CCNC(=O)c2cccs2)c2ccccc12)NCc1ccccc1	.	-0.88	-1
O=C(Nc1ccc(NC(=O)c2ccco2)c(Cl)c1)c1cccc([N+](=O)[O-])c1	7	.	.

Next results.
INS promoter inh,SDO1 yeast rescue,SDO1 yeast rescue Rescue 24 h,SMILES
.,0.25,0.34,O=C(Nc1nnc(SCC(=O)N2CCCc3ccccc32)s1)c1ccc2ccccc2c1
.,0.08,-0.7,O=C(O)CSc1nnc(-c2ccncc2)n1CCc1ccccc1
27,0.67,-0.56,c1ccc2c(c1)oc1c(NCC3CCCO3)ncnc12 (stereo unspecified)
31,0.86,0.6,CC1C/C(=N\NC(=O)c2ccc(NS(=O)(=O)c3ccc(Br)cc3)cc2)CC(C)(C)C1 (stereo unspecified)
36,.,.,O=c1nc(N/N=C/c2ccccn2)cn[nH]1
0,0.09,0.38,Cc1ccc(SCc2cc(=O)[nH]c(Nc3nc(C)c4cccc(C)c4n3)n2)cc1
-29,0.3,0.44,O=C(O)C1C2C=CC(O2)C1C(=O)NCc1ccc(Cl)cc1 (stereo unspecified)
.,0.72,0.46,CCc1nc2ccc(C(=O)NCc3ccco3)cc2nc1CC
-38,-0.03,-0.28,Cc1ccc(CNC(=O)CCNS(=O)(=O)c2cccc3nonc23)cc1
26,0.97,0.83,c1ccc(CNc2ncnc3ccccc23)cc1
.,-0.94,-0.58,O=C(NC1CCCC1)C(c1cccnc1)N(C(=O)c1csnn1)C1CC1 (stereo unspecified)
0,-1.8,-0.65,c1ccc(-c2nccc(-c3ccc(-n4cnc5ccccc54)cc3)n2)cc1
25,-0.84,-0.87,Cc1cc(C)c(S(=O)(=O)c2ccccc2C)c(N(C)C)n1
.,-1.8,-1.3,Cc1c(Cl)cnc(NC(=O)COC(=O)c2cc3c(s2)CCC(C)C3)c1Cl (stereo unspecified)
-324,1.2,1.5,CCS(=O)(=O)N1CCc2cc(OC)c(OC)cc2C1
-9,-1.1,-1.9,CCOc1cc(/C=C2\C(=O)ON=C2C)ccc1OCc1ccccc1
-33,.,.,O=C(NNS(=O)(=O)c1ccccc1[N+](=O)[O-])c1ccccc1Cl
-25,.,.,Cc1ccc(-c2nc(N)n(C(=O)c3cccs3)n2)cc1
20,1.2,0.4,CCc1nnc(NS(=O)(=O)c2ccc(NC(=S)NC(=O)c3ccccc3)cc2)s1
37,0.12,-0.16,FC(F)(F)c1cc(C(F)(F)F)c2ccc(N/N=C/c3cccc(Cl)c3)nc2n1
23,0.52,0.48,NC(=O)C1CC(=O)N(Cc2ccc3c(c2)OCO3)C(=Nc2ccccc2)S1 (stereo unspecified)
21,0.35,0.25,Cc1ccc([N+](=O)[O-])cc1NC(=O)CN1CCC(C)CC1
-81,-0.98,-1.6,N/C(=N\OC(=O)CCCN1C(=O)c2ccccc2C1=O)c1ccc(Cl)cc1
-8,-1.4,-0.95,Cc1ccc(C(O)(C(=O)NN(C(=O)c2ccccc2)c2ccccc2)c2ccc(C)cc2)cc1
-68,-0.26,-1.1,c1ccc2nc3ccccc3nc2c1
.,-0.13,-0.18,CCOC(=O)c1[nH]c(C)c(C(=O)Nc2ccc(Cl)cc2)c1C
79*,.,.,O=C(CCCOc1ccc(Cl)cc1Cl)N/N=C/c1ccco1
9,0.78,0.35,CCOC(=O)N1CCC(NC(=O)c2cn(-c3ccc(OC)cc3)c(=O)c3ccccc23)CC1
-100,.,.,CCN(CC)CCNC(=O)c1ccc(NC(=O)Cc2ccccc2F)cc1
23,-1.5,-1,COc1ccccc1C1CC(c2cccs2)=Nc2ccccc2S1 (stereo unspecified)
8,.,.,O=C(N/N=C/c1cccc(Br)c1)c1ccc(Br)cc1
39,0.6,1.4,COc1ccc(CCNC(=O)CSc2nnnn2-c2ccccc2)cc1
79*,.,.,Cc1ccc(Cn2nnnc2CN2CCC(O)(c3cccnc3)CC2)cc1
